Compound activity deposited in PubChem by several laboratories.
HIV peptide binding = cell-free HIV fusion peptide-binding blockers – biochemical, uHTS, fluorescence dequenching, primary screen (AID 1986) | inhibition, % at 20 µM; hits with a dose series show IC50 in µM | cell-free peptide binding, fluorescence dequenching, 30 min; higher % means a stronger effect | actives 0.3% (n = 290,000); in the data active = inhibition mostly above about 52%, no sharp cut-off; inactive = mostly below about 76%; note: some results filed as inactive read as strong as hits
NOD2 inhibition = NOD2 signaling inhibitors, cell-based, luminescence, uHTS, HEK293 (AID 1566). HEK293 NOD2/NF-kB luciferase reporter, luminescence; higher % means a stronger effect. inhibition, % at 4 µM; hits with a dose series show EC50 in µM. actives 0.63% (n = 290,000); note: many of its hits are not listed in these tables
KOR beta-arrestin-1 = KOR antagonists, beta-arrestin recruitment, cell-based, luminescence, uHTS (AID 1778). KOR beta-arrestin recruitment, luminescence, antagonist mode; higher % means a stronger effect. inhibition, % at 10 µM; hits with a dose series show IC50 in µM. actives 0.091% (n = 290,000); note: strong numbers were not always called active
Salmonella PhoP GFP = PhoP-dependent GFP reporter repression – Salmonella Typhimurium, primary screen (AID 1863). S. Typhimurium PhoP-regulated promoter GFP reporter, 4 h; higher % means a stronger effect. inhibition, % at 50 µM; hits with a dose series show IC50 in µM. actives 0.16% (n = 300,000);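 active = inhibition over 29.93%, a cutoff 3 SD above the screen mean, later confirmed by dose response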;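 note: 0% = low Mg2+ inducing control and 100% = high Mg2+ repressing control; strong numbers were not always called active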
Myeloid diff MLP = compounds promoting myeloid differentiation; ER-HoxA9 myeloid progenitors, lysozyme-GFP differentiation, flow cytometry; calls only at 10 µM; actives 1% (n = 360,000);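 active = normalized GFP-positive differentiation at or above the plate's own cutoff, the solvent-only control mean plus 3 SD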;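 note: cells exposed to compound for four days before flow analysis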
NOD1 NF-kB reporter = inhibition of NOD1-driven NF-kB reporter – cell-based, luminescence, uHTS, primary screen (AID 1578); NOD1-driven NF-kB luciferase reporter cells, luminescence; higher % means a stronger effect; one-dose inhibition, % at 4 µM; EC50 in µM for titrated hits; actives 1% (n = 290,000); in the data active = inhibition mostly above about 36%, no sharp cut-off; inactive = mostly below about 34%;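 note: HEK-293T reporter cells stimulated with the NOD1 agonist gamma-tri-DAP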
KOR beta-arrestin-2 = kappa opioid receptor activators – cell-based, luminescence, uHTS, primary screen (AID 1777); activation, % at 10 µM, or EC50 in µM where a hit was titrated; KOR beta-arrestin recruitment, luminescence; higher % means a stronger effect; actives 0.02% (n = 280,000); in the data active = activation above about 50%, passing the limit was not always enough; note: a part of the inactive calls stands beside numbers as strong as those of hits
LYP phosphatase = inhibitors of LYP phosphatase, biochemical, fluorescence intensity, uHTS (AID 1779); inhibition, % at 11.5 µM; hits with a dose series show IC50 in µM; recombinant LYP phosphatase, fluorescence intensity; higher % means a stronger effect; actives 0.054% (n = 290,000);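 note: plate controls were vehicle with enzyme for no effect and no enzyme for full effect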
Siah-1 displacement = blockers of Siah-1 interaction with plectin peptide – biochemical, fluorescence polarization, rhodamine-plectin, uHTS, primary screen (AID 1817). displacement, % at 20 µM, or IC50 in µM where a hit was titrated. Siah-1 / rhodamine-plectin peptide fluorescence polarization; higher % means a stronger effect. actives 0.02% (n = 290,000);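 active = displacement of at least 50% at 20 µM, with a fluorescence ratio check between 0.3 and a set limit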;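 note: plate controls were Siah plus tracer with DMSO for no effect and tracer alone without Siah for full effect; strong numbers were not always called active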
Myeloid diff MLP GFP+ MAC1+ % = recorded beside Myeloid diff MLP, whose call it bears; GFP+ MAC1+ double positive, %; measured here: differentiation confirmed by MAC1 staining
Starred values were filed as active, the others as inactive; i = inactive; . = no result given; [ ] = remark or other dose. Cut-off read from the data, not from the text of the source, unless noted: active = inhibition above about 50%; inactive = the rest. Only part of the results is shown. The share of hits here may be higher or lower than overall.

SMILES	HIV peptide binding	NOD2 inhibition	KOR beta-arrestin-1	Salmonella PhoP GFP	Myeloid diff MLP	Myeloid diff MLP GFP+ MAC1+ %	NOD1 NF-kB reporter	KOR beta-arrestin-2	LYP phosphatase	Siah-1 displacement
CN(C)c1ccc(-c2nnc(-c3ccc(S(=O)(=O)C(F)F)cc3)o2)cc1	15.3%	-1.9%	-3.5%	-11.6%	i	1.5	-19.8%	2.1%	8.4%	2.5%
O=C(c1ccccc1)N1CCN=C1c1ccccc1	2.2%	4.1%	-7.8%	5.6%	i	1.2	-17.7%	15.3%	1.8%	2.1%
O=C(Nc1cccnc1Cl)c1cc(-c2ccco2)on1	-0.8%	-20.6%	13.9%	-9.2%	i	0.9	-46.2%	-5.1%	-3.7%	-2.1%
Cc1nc2sc(C(c3ccco3)N3CCOCC3)c(O)n2n1 (stereo not drawn)	10.1%	2.1%	-2.7%	1.4%	i	7.5	-33.1%	10.5%	0.2%	0.3%
COc1ccc(C(=O)Nc2ccc(S(=O)(=O)Nc3onc(C)c3C)cc2)c(OC)c1	3.0%	-0.6%	2.9%	-2.4%	i	0.2	-19.2%	-0.7%	-4.9%	3.2%
Cc1ccc(S(=O)(=O)Nc2ccc3c(c2)OCCO3)cc1C	0.1%	16.6%	16.8%[20 µM]	0.7%	i	0.6	8.7%	-4.8%	-2.6%	3.7%
CCOC(=O)C(Cc1ccc(O)cc1)NC(=O)CNC(=O)C(CC(C)C)NC(=O)OC(C)(C)C (stereo not drawn)	-1.6%	3.4%	-10.4%	6.5%	i	0.9	-9.4%	1.0%	-9.0%	-8.3%
CSc1oc(-c2ccco2)nc1S(=O)(=O)c1ccc(F)cc1	-1.0%	4.0%	8.6%	-0.1%	i	3.3	-18.3%	1.0%	-0.7%	3.1%
C=C(C)c1cccc(C(C)(C)NC(=O)N(Cc2ccccc2)Cc2ccco2)c1	3.0%	-36.0%	-14.5%	-5.8%	i	1.5	20.0%	0.9%	3.6%	-3.9%
Cc1ccnc(NS(=O)(=O)c2ccc(NC(=O)CCOc3ccccc3)cc2)n1	0.1%	-2.8%	11.0%	7.0%	i	1.6	-9.6%	-0.4%	-9.9%	1.8%
O=C1c2ccccc2C(=O)N1CC(O)COc1ccc(Cl)cc1 (stereo not drawn)	-1.7%	-1.7%	32.5%	.	i	0.4	-5.6%	-4.3%	-4.0%	1.4%
CN(Cc1ccccc1)C(=O)N1CCOCC1	-0.5%	-11.1%	8.9%	-10.0%	i	1.1	-14.8%	6.6%	-1.8%	7.2%
C=CCOc1cccc(C2c3c(oc4ccccc4c3=O)C(=O)N2c2ccccn2)c1 (stereo not drawn)	3.6%	-3.1%	3.4%	-2.3%	i	1.9	-13.2%	36.6%	-0.4%	-0.6%
NCCN=C1NS(=O)(=O)c2ccccc21	-2.7%	10.0%	3.2%	-5.2%	i	1.0	-10.1%	11.5%	-5.9%	-1.9%
Cc1scc(-c2n[nH]c(=S)n2C(C)c2ccccc2)c1C (stereo not drawn)	-0.3%	3.4%	5.3%	3.2%	i	0.5	16.6%	3.2%	-7.1%	-2.7%

3 compounds out of the list above, arranged by the value under Salmonella PhoP GFP, highest first.
| Molecule | Salmonella PhoP GFP |
| --- | --- |
| NCCN=C1NS(=O)(=O)c2ccccc21 | -5.2% |
| O=C(Nc1cccnc1Cl)c1cc(-c2ccco2)on1 | -9.2% |
| CN(Cc1ccccc1)C(=O)N1CCOCC1 | -10.0% |

Further structures follow:
SMILES	HIV peptide binding	NOD2 inhibition	KOR beta-arrestin-1	Salmonella PhoP GFP	Myeloid diff MLP	Myeloid diff MLP GFP+ MAC1+ %	NOD1 NF-kB reporter	KOR beta-arrestin-2	LYP phosphatase	Siah-1 displacement
CCn1c(SCC(=O)O)nnc1-c1ccccc1	-2.5%	-8.4%	-19.6%	-3.4%	i	1.2	-2.0%	-9.1%	-3.8%	-4.8%
ClCc1csc(N/N=C/c2cccs2)n1	4.6%	12.2%	-36.3%	-3.9%	.	.	-1.5%	20.8%	-6.5%	-6.1%
CCN(CC(=O)NCC1CCCO1)S(=O)(=O)c1ccc(Cl)cc1 (stereo not drawn)	1.1%	-4.3%	-7.6%	-4.0%	i	0.8	-31.5%	-4.7%	-6.9%	2.4%
COc1ccc(N2CCN(C(=O)CCC(=O)N3Cc4ccccc4Oc4ncccc43)CC2)cc1	-0.7%	13.5%	0.5%	-4.5%	i	1.3	-6.0%	6.9%	-4.8%	-5.5%
CCCCn1c(SCC(=O)Nc2cccc(OC)c2)nc2ccc(N3CCOCC3)cc2c1=O	7.6%	4.3%	18.5%	6.5%	i	0.4	-27.0%	0.1%	0.3%	0.0%
O=C(NCc1cccnc1)/C(=C/c1ccccc1)NC(=O)c1ccccc1	0.1%	-5.6%	-8.4%[20 µM]	7.3%	i	0.4	-17.7%	-10.6%	-7.9%	2.3%
O=S1(=O)C[C@@H](N2CCOCC2)[C@H](N2CCOCC2)C1	1.9%	-8.0%	19.1%	-2.6%	i	1.1	-36.0%	10.7%	1.9%	13.8%
C(=N\N1CCN(Cc2cccc3ccccc23)CC1)/c1cccs1	-1.4%	12.0%	15.7%	-2.1%	i	0.6	-2.8%	1.1%	-0.5%	2.2%
C=CCn1c(SCc2csc(C)n2)nc2scc(-c3ccc(C)o3)c2c1=O	-1.1%	17.2%	39.6%	6.1%	i	0.6	0.6%	-1.8%	-10.2%	2.9%
CCCCN1C(=O)C(O)=C(C(C)=O)C1c1ccc(OC)cc1OC (stereo not drawn)	-2.4%	-7.5%	-17.7%	4.1%	i	0.5	-13.1%	0.1%	-0.6%	3.2%
C=C(c1ccccc1O)n1ccnc1	-1.4%	10.0%	17.1%	7.3%	i	0.2	8.7%	1.2%	-7.0%	-0.1%
CN(Cc1c(C(=O)N(C)Cc2ccccc2)nc2ccccn12)CC1Cc2ccccc2O1 (stereo not drawn)	-1.2%	-55.1%	7.3%	-2.6%	i	2.3	64.7%*	2.0%	-6.2%	-4.0%
O=C(c1ccco1)N1CCN=C1SCc1c(F)cccc1Cl	79.6%	13.5%	-6.7%	23.7%	i	0.2	-7.3%	-1.1%	-0.1%	-1.3%
COc1ccc(N=N/C(=C\O)C(=O)c2ccco2)cc1	-1.9%	-34.7%	-3.4%	-5.9%	i	0.2	0.2%	-6.3%	11.7%	-2.2%
Cn1c(SCC(=O)Nc2ccccc2C(F)(F)F)nc2c(c1=O)SCC2	-1.6%	16.8%	7.4%	8.4%	i	7.8	-4.1%	-0.4%	-6.0%	-2.5%
O=C(COC(=O)c1cc([N+](=O)[O-])ccc1N1CCOCC1)Nc1cccc(F)c1	-0.1%	20.2%	-23.0%	7.0%	i	0.9	-2.1%	0.4%	-6.7%	-3.0%
O=C(Cn1cnc2ccccc2c1=O)c1ccc2c(c1)OCCO2	-0.7%	-69.7%	-36.8%	7.2%	i	0.4	-41.1%	-3.0%	-4.3%	-0.6%
CCN1/C(=C/C(=O)c2ccco2)Sc2ccccc21	0.0%	-52.8%	-43.7%	-1.4%	i	1.1	-30.6%	10.9%	-3.8%	-3.2%
Cc1cc(C)cc(N2C(=O)CSC2c2cccs2)c1 (stereo not drawn)	-0.1%	-3.6%	-19.8%	-9.9%	i	1.0	3.1%	2.8%	-7.4%	-1.6%
O=C1CCCN1CCCNc1ncnc2c1[nH]c1ccc(Cl)cc12	-1.5%	-9.4%	17.4%	-1.2%	i	0.8	-19.3%	-7.2%	-2.2%	3.5%
CC(C)(C)OC(=O)[C@H](Cc1ccccc1)NC(=O)c1nc[nH]c1C(=O)N1CCN(c2ccccc2)CC1	0.2%	15.9%	-39.3%[20 µM]	.	i	3.2	0.2%	0.7%	-5.7%	3.2%
CCOC(=O)C1CCN(Cc2nnnn2CCc2ccccc2)CC1	-0.2%	23.1%	-26.8%[20 µM]	-8.8%	i	0.1	15.8%	.	-7.2%	0.6%
O=C(O)C1CC=CCC1C(=O)N1CCN(c2nc(-c3ccccc3)c3ccccc3n2)CC1 (stereo not drawn)	-0.8%	10.6%	-3.2%	9.6%	i	0.9	-13.6%	0.4%	2.2%	3.8%
COc1cccc(Cn2cccc(NC(=O)Nc3cccc(C#N)c3)c2=O)c1	-0.6%	44.3%	-17.3%	-6.6%	.	.	4.8%	3.9%	-6.0%	0.2%
CCOCCn1c(CN2CCN(CC)CC2)nc2c1c(=O)n(C)c(=O)n2C	0.0%	0.9%	-24.8%	0.8%	i	2.4	-35.5%	2.4%	-3.2%	-4.3%
O=C(CCCN1C(=O)c2cccnc2C1=O)Nc1ccccc1F	0.1%	1.2%	-7.3%	-6.0%	i	0.1	-27.9%	7.9%	2.2%	-3.9%
CC1CCCN(CCOCCOc2ccccc2-c2ccccc2)C1 (stereo not drawn)	0.4%	-23.7%	-6.7%	5.4%	i	0.2	-31.2%	6.4%	7.3%	6.0%
Cc1nc(Cl)c(C(=O)NC(C)(C)C)c(C)c1Cl	-0.8%	14.5%	-15.2%	1.8%	i	1.2	-5.4%	9.3%	-6.1%	0.9%
Cc1ccc(C(=O)Cn2nnc3ccccc32)cc1C	-2.6%	-93.5%	13.7%	8.8%	i	6.3	-10.9%	10.7%	-8.7%	-3.6%
COc1cccc(CN2CCN(C(=O)c3cccc(OC)c3)CC2)c1	-2.0%	7.5%	9.5%	-2.4%	i	0.5	51.1%	-0.5%	-6.9%	-1.1%
COc1ccc(S(=O)(=O)Nc2ccccc2C(=O)N2CCCC2)cc1OC	0.3%	-3.8%	-8.9%	-12.4%	i	0.6	-1.9%	3.2%	-6.6%	-4.1%
CC(C)NC(=O)CSc1c2c(nc3ccccc13)CCCC2	-0.3%	10.9%	-13.8%	5.0%	i	0.0	-21.2%	-1.7%	-1.6%	20.3%
COCCn1c(SCC(=O)NC2CCCC2)nnc1-c1ccncc1	-1.0%	-2.8%	-0.5%	3.0%	i	1.0	-11.6%	-2.5%	-8.2%	-2.9%
COCCn1c(SCC#N)nnc1-c1ccc2c(c1)OCO2	-3.5%	-3.5%	-9.0%	-14.8%	i	5.3	8.4%	-7.5%	-9.0%	1.5%
CC1CCCCN1c1ccc(N)cc1C(N)=O (stereo not drawn)	0.5%	-13.6%	-24.0%[20 µM]	-0.9%	i	0.5	-19.9%	.	-2.4%	0.2%
CC(Sc1ccsc1[N+](=O)[O-])C(=O)NCc1ccco1 (stereo not drawn)	5.7%	1.6%	-8.8%	1.0%	i	0.8	-37.6%	-6.1%	3.9%	2.8%
COc1cccc(/C=C2\SC(=S)N(CCCC(=O)N(CCO)c3ccccc3)C2=O)c1	2.7%	1.1%	10.2%	-7.2%	i	1.4	-25.0%	-3.6%	-5.1%	3.4%
COc1ccc(CNC(=O)CSc2nc(-c3ccccc3)cc(-c3cccs3)c2C#N)cc1	-1.0%	10.7%	16.9%	0.8%	i	0.9	-4.8%	-1.1%	-3.9%	0.6%
